Screens from PubChem.
KB-V1 cytotox = kills drug-selected multidrug resistant KB-V1 cells; KB-V1 MDR cells viability, CellTiter-Glo, 72 h; Potency, µM (doses to about 46.1 µM), for inactives: at the highest dose activity change, negative = cytotoxicity, usual class: cytotoxic; 400,000 tested, 3.4% active; AID 1347076; also: % is scaled to controls: 0 for no effect and ±100 for the full control effect; nearly all actives have a fitted effect of over 60% in size
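KB-V1, DMEM (no phenol red) + 10% FBS; cpd pin-transferred, titration series; 72 h, 37 degrees C; CellTiter-Glo, luminescence. Data normalized, curve-fit.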
SW480 rereplic = DNA re-replication induction in SW480 cells | SW480 DNA re-replication, Hoechst DNA content imaging, 48 h | Potency, µM (titrated, usually from 46.1 µM), without a hit: at the highest dose re-replication activation, most hits filed as activators | 340,000 tested, 1.8% active; also: % of control where 0% means no effect; nearly all actives have a fitted effect of over 55% in size
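Compounds, transferred as 23 nL by pin tool, were incubated with cells for 48 hr; DNA content per nucleus was then quantified by Hoechst staining and fluorescence plate imaging.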
GLP1R cytotox = cytotoxicity counter-screen for GLP-1 receptor inverse agonists | HEK293 cAMP-luciferase reporter cells, luminescence, 24 h | Potency, µM (top dose mostly 38.3 µM), for the others: at the highest dose activity change, negative = inhibition, usual class: inhibitors | 410,000 tested, 0.13% active;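 also: loss of luciferase light is scored as toxicity; % is scaled to controls: 0 for no effect and ±100 for the full control effect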
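A 23 nL compound transfer followed 12 hours of cell culture at 37 deg C; exposure then lasted 24 hr. Luciferase assay detection reagent was dispensed and plates read for luminescence after a 12 min room-temperature wait.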
GLP-1R inv ag = acts as inverse agonist at human GLP-1 receptor; P43220; AID 624417; 410,000 tested, 1.6% active; HEK293 GLP-1R CRE-luciferase, luminescence, 24 h; GLP-1R form is constitutively active; Potency, µM (doses to about 38.3 µM), for the others: at the top dose activity change, negative = inhibition, usual class: inhibitors; also: % is scaled to controls: 0 for no effect and ±100 for the full control effect; nearly all actives have a fitted effect of over 55% in size
Target sequence (P43220 whole entry, looked up): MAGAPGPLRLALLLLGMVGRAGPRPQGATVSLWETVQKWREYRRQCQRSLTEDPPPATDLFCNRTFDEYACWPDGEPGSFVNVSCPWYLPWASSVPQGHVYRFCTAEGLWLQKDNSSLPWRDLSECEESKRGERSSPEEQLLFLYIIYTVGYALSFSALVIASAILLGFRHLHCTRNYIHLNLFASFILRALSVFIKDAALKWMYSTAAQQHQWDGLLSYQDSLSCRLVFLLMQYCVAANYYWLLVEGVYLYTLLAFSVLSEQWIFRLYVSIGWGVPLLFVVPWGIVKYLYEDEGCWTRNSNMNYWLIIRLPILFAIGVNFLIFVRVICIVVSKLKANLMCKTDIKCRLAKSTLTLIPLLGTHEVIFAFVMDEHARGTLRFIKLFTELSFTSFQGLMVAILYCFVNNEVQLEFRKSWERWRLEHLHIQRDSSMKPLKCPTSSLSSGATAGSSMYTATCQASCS
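Assay principle: reduced luminescence from a cAMP-responsive reporter in HEK293 cells co-expressing a constitutively active GLP-1R. Conditions: 24 hr compound incubation, 37 deg C, 5% CO2.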
TDP-43 yeast inh = inhibitors of TDP-43 toxicity in yeast | TDP-43 expressing yeast growth rescue, BacTiter-Glo, 24 h | Potency, µM (series often up to 46.1 µM), for inactives: at the highest dose growth rescue (activation), hits mostly activators | 410,000 tested, 1.8% active | AID 652104; also: % of control where 0% means no effect; nearly all actives have a fitted effect of over 50% in size
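Readout is BacTiter-Glo luminescence of cell growth, so inhibitors register as activators. TDP-43-expressing yeast at OD600=0.02 in galactose medium, after raffinose pregrowth to mid-log, were incubated with compound for 24 hr at 30 deg C.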
GLP1R ag = activates the human GLP-1 receptor. Potency, µM (titrated, usually from 45.6 µM), inactives show at the top dose activation, hits mostly activators. P43220. HEK293 GLP-1R CRE-luciferase, luminescence, 4-6 h; cells express a hypersensitive GLP-1R form. 380,000 tested, 0.007% active; also: % of control where 0% means no effect
HT1080-NT tox = kills 2HG-producing HT-1080-NT fibrosarcoma cells | HT-1080-NT fibrosarcoma viability, CellTiter-Glo ATP luminescence, 48 h | 360,000 tested, 1.6% active | Potency, µM (series often up to 46.1 µM), for inactives: at the highest dose activity, negative = less viability, most hits filed as cytotoxic;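 also: NT is the 2HG producing partner of a matched IDH1 knockdown line; 0% = DMSO-treated cells and -100% = media-only wells without cells; nearly all actives have a fitted effect of over 55% in size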
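Viability of the 2HG-overproducing fibrosarcoma line after 48 hours of compound exposure at 37 degrees C was determined by luminescence with CellTiter-Glo, and concentration-effect curves were then fitted and categorized.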
KB-3-1 cytotox = kills parental KB-3-1 adenocarcinoma cells | KB-3-1 viability, CellTiter-Glo ATP luminescence, 72 h | 400,000 tested, 1.4% active | AID 1347075 | Potency, µM (doses to about 46.1 µM), without a hit: at the top dose activity change, negative = cytotoxic, hits mostly cytotoxic; also: % is scaled to controls: 0 for no effect and ±100 for the full control effect; nearly all actives have a fitted effect of over 60% in size
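KB-3-1 parental drug-naive adenocarcinoma cells in DMEM/10% FBS, incubated 72 h at 37 C with pin-transferred compounds across a concentration series. Viability by CellTiter-Glo luminescence; concentration-response curves fitted after normalization.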
HT1080 IDH1KD tx = kills HT-1080 cells with IDH1 knockdown; HT-1080 IDH1 knockdown viability, ATP luminescence, 48 h; Potency, µM (highest dose often 46.1 µM), without a hit: at the top dose activity, negative = toxicity, most hits filed as cytotoxic; 360,000 tested, 2% active;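 also: 0% = DMSO wells and -100% = cell-free medium wells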
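Using the IDH1-knockdown HT-1080 line run in the same batch and compound series as the NT line, viability after 48 h at 37 °C was determined by CellTiter-Glo luminescence and expressed as % activity.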
The depositor's hits bear a star; ? = inconclusive; nt = not tested or not shown; [ ] = another dose, or the depositor's remark. Calls follow the shape of the dose curve; as a rule, active = well fitted curve in the direction sought with a large enough effect; inconclusive = small, poorly fitted or top-dose-only effect, or another doubt; inactive = no such curve, though single readings can be large; an effect the other way counts as inactive or inconclusive. Potency is read from the fitted curve at half-maximal effect.

The first four records, ahead of the listing:
SMILES | KB-V1 cytotox | SW480 rereplic | GLP1R cytotox | GLP-1R inv ag | TDP-43 yeast inh | GLP1R ag | HT1080-NT tox | KB-3-1 cytotox | HT1080 IDH1KD tx
CCCC(=O)N1CCC1(C)C(=O)Nc1scc(C)c1C#N (configuration not stated) | -14% | nt | -28% | 19% | 14% | -6% | 27% | 0% | 20%
C=C(C)Cn1c(CCNC(=O)CCC)nc2ccccc21 | -8% | -1% | 3% | 6% | 8% | -1% | -9% | 21% | -6%
CC1(C)CC(NS(=O)(=O)c2ccc(F)cc2)CC(C)(C)N1 | -17% | 6%[1.84 µM] | 5% | -9% | nt | 1% | 4% | -7% | ?
CCOc1ccc(NC(=O)N[C@@H](CCSC)C(=O)OC)cc1 | 6% | ? | -3% | 11% | -5% | 20% | -1% | 4% | 7%

The listing, from the first entry:
SMILES | KB-V1 cytotox | SW480 rereplic | GLP1R cytotox | GLP-1R inv ag | TDP-43 yeast inh | GLP1R ag | HT1080-NT tox | KB-3-1 cytotox | HT1080 IDH1KD tx
CCCC(=O)N1CCC1(C)C(=O)Nc1scc(C)c1C#N (configuration not stated) | -14% | nt | -28% | 19% | 14% | -6% | 27% | 0% | 20%
C=C(C)Cn1c(CCNC(=O)CCC)nc2ccccc21 | -8% | -1% | 3% | 6% | 8% | -1% | -9% | 21% | -6%
CC1(C)CC(NS(=O)(=O)c2ccc(F)cc2)CC(C)(C)N1 | -17% | 6%[1.84 µM] | 5% | -9% | nt | 1% | 4% | -7% | ?
CCOc1ccc(NC(=O)N[C@@H](CCSC)C(=O)OC)cc1 | 6% | ? | -3% | 11% | -5% | 20% | -1% | 4% | 7%
Nc1nc(N)nc(-c2cc(C(F)(F)F)ccc2Cl)n1 | ? | -7% | -3% | -17% | 0% | 5% | 0% | ? | 17%
CN(CC(=O)NC1CCCCCC1)S(=O)(=O)c1cnc[nH]1 | 1% | -51%[inhibitor] | -8% | -2% | -3% | 0% | 0% | 1% | 6%
O=C(CCC1CCCN(C(=O)Cc2cccc(F)c2)C1)N1CCN(c2ccccn2)CC1 (configuration not stated) | -21% | -1% | -2%[7.66 µM] | 8%[7.66 µM] | 12%[9.22 µM] | 1% | -4% | -4% | -4%
ClCc1nnc(-c2cc3c(s2)CCCC3)o1 | ? | 170% | -26% | 1% | ? | -4% | ? | ? | ?
CSCCC(NC(=O)c1ccccc1Br)C(=O)N1CCCCCCC1 (configuration not stated) | 0% | 2% | 2% | 7% | 2% | -20% | -1% | -2% | -7%
CC1=C(C)C(=O)OC(C(C)C2CCC3C4CC=C5CC(OC6OC(COC7OC(CO)C(O)C(O)C7O)C(O)C(O)C6O)CC(O)C5(C)C4CCC23C)C1 (configuration not stated) | 0% | -4% | 2% | 20% | 0% | -1% | 1% | 0% | 2%
COc1cc(CCC(=O)OCC(=O)Nc2ccc3c(c2)OCO3)cc(OC)c1OC | -1% | -9% | 2% | -5% | 0% | 15% | 1% | -4% | 8%
C=CCCN(C1CCCC1)S(=O)(=O)c1ccccc1Br | -10% | -10% | 6% | ? | -9% | 3% | -9% | -9% | 0%
CCC(=O)N1CCc2cc(S(=O)(=O)NCCCOC)ccc21 | 1% | -8% | -5% | 28% | 4% | 0% | 0% | 1% | 0%
CCCCc1nn2c(=O)cc(COC(=O)c3ccccc3NC(=O)C(C)(C)C)nc2s1 | ? | nt | 12% | -3% | 4% | nt | nt | -6% | nt
CCCCCC(=O)Nc1ccc(C2C(=O)c3ccccc3C2=O)cc1 | 2% | 0% | 21% | -7% | -21% | -4% | 17% | -1% | 14%
COC(=O)c1cccc(NC(=O)C(C)(C)C)c1 | 10% | -4% | -9% | 0% | 0%[1.82 µM] | 9% | 15% | -7% | 6%
Cc1ccc(C)c(OCC(=O)NNC(=O)c2ccc(=O)[nH]c2)c1 | 21% | -5% | 6% | -15% | 23% | 2% | 7% | 5% | -1%
CCN(CC)S(=O)(=O)c1ccc(/C=C/C(=O)NC2CCCCC2)cc1 | -18% | -3% | -2% | ? | 7% | 9% | -20% | -8% | -23%
COc1ccc(CC(=O)NC2CC(=O)N(c3ccc4c(c3)OCCO4)C2)cc1 (configuration not stated) | 0% | nt | -5% | -3% | 8% | 0% | nt | 11% | nt
O=C(c1csc2c1CCCCC2)N1CCN(c2ncccn2)CC1 | -8% | -1% | ? | 0% | -10% | 12% | -1% | -1% | 3%
C[C@H](CO)N1C[C@H](C)[C@@H](CN(C)S(C)(=O)=O)Oc2ccc(NC(=O)Nc3ccc(C(F)(F)F)cc3)cc2C1=O | 0% | -3% | 2% | -11% | 13% | -8% | 19% | 0% | 15%
COC(=O)c1cc(S(=O)(=O)N2CCC(C)CC2)cn1C | -21% | -6% | 3% | 16% | 22% | -2% | 7% | 0% | 0%
COc1cc2cc(C(c3nnnn3C(C)(C)C)N3CCC(C)CC3)c(=O)[nH]c2cc1OC (configuration not stated) | -4% | -6% | -9% | 111%[activator] | 0% | 2% | 1% | -2% | -11%
CCCn1nc2cc(C(=O)NCc3ccccc3)ccc2c1OCC | -11% | -42%[inhibitor] | 1% | 11% | 10% | -1% | 7% | 0% | 12%
COc1cccc(OCCCCN2CC(C)OC(C)C2)c1 (configuration not stated) | 3% | -3% | 1% | -9% | 0% | -7% | 17% | 14% | 5%
NC(=O)COC(=O)c1ccc(Cl)c(S(=O)(=O)N2CCN(c3ccc(F)cc3)CC2)c1 | 8% | -4% | 2% | 7% | 13% | 8% | -6% | 2% | -7%
CC(=O)c1cccc(OCc2cc(C(=O)N(C)CCC3CCOCC3)no2)c1 | -16% | 10% | 0% | 38%[activator] | 23% | 12% | 5% | -1% | 0%
O=C(COc1ccccc1)NC1CCCN(Cc2ccccc2F)C1 (configuration not stated) | -20% | 1% | -20% | ? | 14% | -3% | 14% | -4% | 0%
CC1(C(=O)NCc2ccncc2)Cc2c(-c3cccc(C(F)(F)F)c3)ccnc2O1 (configuration not stated) | -21% | nt | -19% | ? | 13% | 2% | 2% | 0% | 0%
Cc1cc(C(F)(F)F)nn1CC(=O)NNC(=S)Nc1ccc(F)cc1 | 0% | -8% | 0% | 9% | 8% | -2% | -1% | 9% | -1%
CCC1CCCCN1S(=O)(=O)c1ccc(NC(=O)c2cc(=O)c3c(C)cc(C)cc3o2)cc1 (configuration not stated) | ? | nt | -5% | -1% | 19% | nt | nt | 2% | nt
CC(C)(C)C(C(=O)NCc1ccccc1)N1CCN(C(=O)C2CCCO2)CC1 (configuration not stated) | -5% | nt | -7% | 25% | 14% | nt | 23% | 7% | 25%
O=C(Nc1ccc2c(c1)OCO2)c1ccc(Br)o1 | 2% | 2% | -17% | 0% | 1% | -4% | ? | -19% | -6%
NC(=O)c1c(NC(=O)Cn2nc(C(=O)O)c3ccccc3c2=O)sc2c1CCCC2 | 1% | -38%[inhibitor] | -14% | 26% | 11% | 6% | 6% | 13% | 11%
O=C(Cc1ccccc1[N+](=O)[O-])NCc1ccncc1 | -3% | -36%[inhibitor] | -10% | -18% | -14% | 1% | 6% | 0% | -7%
COC(=O)c1ccccc1NC(=O)CNc1cc(Cl)ccc1N1CCOCC1 | 0% | 29% | 5% | ? | 11% | 5% | -29% | ? | -28%
Cc1cc2c(N=O)c(NO)ccc2[nH]1 | 4.1µM* | 4.1µM* | ? | ? | 20% | -1% | -19% | ? | ?
O=C(Nc1ccc(CN2CCCCC2)cc1)c1cc(Br)ccc1Cl | -16% | ? | 0%[7.66 µM] | -23%[7.66 µM] | 11%[9.22 µM] | 4% | -6% | -4% | ?
CC1(C)Cc2c(C#N)c(N3CCN(C(=O)c4ccco4)CC3)nc(-c3ccco3)c2CS1 | 5.8µM* | ? | 4% | ? | 28% | 3% | 4% | -25% | 6%
CCOC(=O)c1c(Nc2ccc(Cl)cc2)sc(/C=C2\C=Nc3ccccc32)c1O | ? | ? | 1% | 0% | -5% | 1% | -28% | -1% | -6%
Cc1ccc(C(=O)Oc2coc(CSc3nnc(NC(=O)C4CC4)s3)cc2=O)cc1C | 7% | ? | -9% | ? | -1% | -17% | -1% | 16% | -18%
Cc1[nH][nH]c(=O)c1C=NCc1cccnc1 | 7% | -3% | -17% | -10% | 7% | -1% | 1% | 2% | 2%
O=C(NCc1cccc(Cl)c1)c1ccc(-n2ccnc2)c2ccoc12 | 0% | nt | -8% | 23% | -2% | 26% | 1% | -10% | 2%
O=c1oc2ccc3ccccc3c2c2c1SC(C(F)(F)F)C2 (configuration not stated) | -4% | 1% | -8% | 7% | ? | -4% | 0% | -3% | 6%
O=C1CCCCC1C(=O)c1ccccc1 (configuration not stated) | 0% | -6% | -4% | -8% | -9% | 8% | 4% | ? | 7%
CCN(CC(=O)NCc1cccs1)C(=O)CCCOc1ccccc1 | -16% | -13% | 3% | -25% | -8% | 4% | 2% | -4% | -2%
C/C(=C\c1ccccc1)C(=O)n1nnc2ccccc21 | 1% | 0% | -4% | 3% | -17% | -7% | 1% | -1% | 0%
Cc1cc(C)cc(OCC(=O)OCC(=O)NC2CCCC2)c1 | 45% | 1% | 5% | 10% | 8% | 1% | -1% | 2% | 10%
COc1cccc(-c2sc3ccc(OC)cc3c2-c2ccc(OCCN3CCOCC3)cc2)c1 | ? | 8% | 5% | ? | 35µM* | 17% | -27% | -24% | ?
Cc1cc(C)nc(/N=C(\N)N2CCCCCC2)n1 | -23% | -7% | -18% | 9% | 14% | -2% | 2% | -8% | -2%
Cc1cc(Br)ccc1SCC(=O)OCC(=O)NC1CCCC1 | 25% | 1% | 8% | 4% | 12% | -6% | 2% | 1% | 5%
CCOc1ccc(CCNC(=O)c2ccc3c(c2)c(C)c(C)n3Cc2ccccc2)cc1OCC | ? | nt | -10% | ? | 1% | nt | nt | -29% | nt

The order is random; overall some 9.4% were active at least once.
